GDH-TPI counter – GDH-TPI coupled enzyme inhibition counter-screen. GDH-TPI coupled enzyme counterscreen, NADH absorbance. inhibition, % at 4.8 µM. actives 1.2% (n = 360,000). AID 588335; in the data active = inhibition above about 30%;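 note: 0% = DMSO wells and 100% = wells lacking the enzyme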
PfHsp40 yeast – restores yeast growth despite PfHsp40 toxicity | AID 504582 | S. cerevisiae expressing PfHsp40, growth rescue, ATP luminescence | actives 0.68% (n = 340,000) | growth rescue, % at 12.5 µM; in the data active = growth rescue above about 28%, passing the limit was not always enough; inconclusive = no clear call, values can overlap the other calls;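 note: yeast W303a lacking pdr1 and pdr3 grown in galactose medium; growth measured after three days at 30 °C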
Mtb BioA inh – inhibitors of Mycobacterium tuberculosis BioA enzyme; purified M. tuberculosis BioA enzyme, plate reader; inhibition, % at 9.99 µM; actives 0.096% (n = 360,000); in the data active = inhibition above about 40%; inconclusive = no clear call, values can overlap the other calls
FBA Mtb inh – inhibits M. tuberculosis FBA enzyme | P9WQA3 | purified M. tuberculosis FBA, fluorescence read-out | inhibition, % at 1 µM | actives 2.3% (n = 360,000) | AID 588726; in the data active = inhibition above about 27%;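 note: 0% = vehicle and 100% = reference inhibitor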
Target sequence (P9WQA3 whole entry, looked up): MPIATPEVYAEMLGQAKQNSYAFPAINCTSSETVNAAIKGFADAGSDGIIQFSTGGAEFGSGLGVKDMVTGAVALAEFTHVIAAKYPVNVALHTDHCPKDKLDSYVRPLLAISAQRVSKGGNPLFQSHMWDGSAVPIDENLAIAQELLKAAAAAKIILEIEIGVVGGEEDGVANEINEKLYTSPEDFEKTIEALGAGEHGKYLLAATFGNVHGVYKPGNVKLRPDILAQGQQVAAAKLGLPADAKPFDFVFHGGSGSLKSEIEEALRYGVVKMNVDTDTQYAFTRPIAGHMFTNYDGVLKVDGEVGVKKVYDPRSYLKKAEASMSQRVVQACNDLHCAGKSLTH
TcdB GH inh – blocks C. difficile toxin B glycohydrolase activity. P18177. TcdB glycohydrolase enzymatic assay, plate reader. inhibition, % at 9.99 µM. actives 0.24% (n = 350,000). AID 652162; in the data active = inhibition above about 10%
Mtb UGM inh – Mtb UDP-galactopyranose mutase inhibition | P9WIQ1 | purified UGM, fluorescence polarization probe displacement | inhibition, % at 10 µM | actives 0.06% (n = 320,000); in the data active = inhibition above about 10%, passing the limit was not always enough; inconclusive = no clear call, values can overlap the other calls
Target sequence (P9WIQ1 whole entry, looked up): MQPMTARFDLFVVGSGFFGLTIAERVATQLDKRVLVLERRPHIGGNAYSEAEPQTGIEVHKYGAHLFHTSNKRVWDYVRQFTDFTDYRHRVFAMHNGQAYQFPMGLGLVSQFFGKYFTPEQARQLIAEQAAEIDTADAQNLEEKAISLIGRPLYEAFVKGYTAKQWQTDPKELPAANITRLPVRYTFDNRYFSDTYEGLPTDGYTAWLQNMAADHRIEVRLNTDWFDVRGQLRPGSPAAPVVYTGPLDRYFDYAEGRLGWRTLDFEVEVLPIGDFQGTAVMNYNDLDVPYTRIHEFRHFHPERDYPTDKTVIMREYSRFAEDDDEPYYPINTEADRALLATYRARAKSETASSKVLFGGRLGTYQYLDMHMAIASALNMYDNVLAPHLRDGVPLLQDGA
BH1578 lux ind – quorum light induction in luxS cqsA deficient V. cholerae; V. cholerae BH1578 lux reporter, luminescence, 6 h; activation, % at 18.7 µM; actives 0.16% (n = 350,000); AID 588436; in the data active = activation mostly above about 9.7%, no sharp cut-off; inconclusive = no clear call, values can overlap the other calls; inactive = mostly below about 3.7%; note: not every result past the cut was called active; inactives centre near 0; reference of the scale not given here
FadD28 binding – inhibitors of Mycobacterium tuberculosis FadD28 bisubstrate binding | FadD28 bisubstrate probe binding, fluorescence polarization | inhibition, % at 12.5 µM | actives 0.22% (n = 360,000) | AID 588549; in the data active = inhibition above about 8.5%, passing the limit was not always enough; inconclusive = no clear call, values can overlap the other calls
Yp Topo-I inh – inhibitors of Yersinia pestis topoisomerase I; Y. pestis Topo-I cleavage product accumulation, plate reader; activity, % at 10 µM; actives 0.064% (n = 360,000); in the data active = activity above about 50%, passing the limit was not always enough; inconclusive = no clear call, values can overlap the other calls; note: inactives centre near 2
* marks the source's active call; other numbers are inactive results; i = inactive; ? = inconclusive; . = not tested or not shown.

SMILES	GDH-TPI counter	PfHsp40 yeast	Mtb BioA inh	FBA Mtb inh	TcdB GH inh	Mtb UGM inh	BH1578 lux ind	FadD28 binding	Yp Topo-I inh
N#C/C(=C\C=C\c1ccccc1)C(=O)NCc1ccco1	63*	-1.2	.	-5	0.5	0.9	-0.3	-3.9	5
Clc1ccc(C(Cl)(Cl)Cl)c(Cl)c1	-9	0.3	-1.2	-4	-0.6	2.0	-0.1	-3.2	5
NNC(=S)NCc1ccco1	12	-1.0	.	-1	-0.1	1.8	-0.3	1.5	9
COC(=O)c1cccc(Nc2ccc([N+](=O)[O-])cn2)c1	10	-0.8	0.7	0	-0.8	2.2	1.0	1.5	1
Cc1nnc(NC(=O)COc2ccc3c(C)cc(=O)oc3c2)s1	10	-0.4	-1.4	40*	.	3.2	-0.9	-0.7	7
Cc1onc(-c2ccccc2)c1C(=O)NCc1ccccn1	-5	1.0	-0.8	0	.	0.5	.	-0.3	4
CN(C)c1ccc(/C=N/NC2=NS(=O)(=O)c3ccccc32)cc1	23	-1.0	-2.2	-5	1.6	2.9	-0.8	-1.1	-5
Cc1ccnc2nc(C(=O)OCC(=O)NCCc3ccc(Cl)cc3)nn12	2	-1.7	-1.1	1	.	.	-2.4	-0.7	5
O=C(N/N=C/c1cccc([N+](=O)[O-])c1)c1cc(-c2ccccc2)nc2ccccc12	15	-0.7	-0.1	-6	2.3	-1.5	0.6	-0.8	-4
CCOc1ccc(OCC(=O)NCCS(=O)(=O)N2CCN(c3ccc(F)cc3)CC2)cc1	-5	-1.4	-0.9	1	0.8	-2.1	-0.5	0.0	24
CCOc1ccc(NC(=O)c2cccc(NC3=NC4CS(=O)(=O)CC4S3)c2)cc1 (configuration not stated)	7	1.3	-0.9	-1	-10	-1.8	-2.5	-0.1	2
Cc1cc(OC(=O)c2ccccc2Br)c([N+](=O)[O-])c(=O)[nH]1	-2	-0.9	0.4	1	-1.2	5.4	-0.1	-0.8	4
CC(=O)c1cccc(N(C(=O)c2ccccn2)C(C(=O)NC2CCCCC2)c2ccccc2)c1 (configuration not stated)	-8	-1.0	1.4	1	0.4	1.3	i	-1.1	3
COc1cccc(CNC(=O)CNC(=O)c2cccs2)c1	6	-1.6	0.3	2	2.0	1.9	0.5	-3.3	2
Cc1ccc(C(=O)Nc2ccccc2C(=O)NCc2cccnc2)cc1	-4	-0.2	2.5	1	0.3	1.1	-5.3	-1.0	7
CCOC(=O)c1cnc2cc(-c3ccc(C)cc3)nn2c1-c1ccccc1	-1	-0.4	.	0	.	2.0	0.7	-0.4	6
COC(=O)c1nnn(-c2nonc2N)c1CN1CCc2ccccc21	2	-0.7	-3.3	0	.	0.9	-0.7	-2.0	-2
O=C(NC1CCCCC1)c1cc(S(=O)(=O)N2CCOCC2)ccc1Cl	4	0.6	-2.6	-4	-5.6	-0.7	-0.3	0.0	-5
CCOc1ccc(NC(=S)NC(=O)c2cnn(CC)c2)c([N+](=O)[O-])c1	3	-0.4	-2.2	-2	1.2	.	-0.7	-1.5	11
COc1cccc2cc(-c3cc(=O)oc4ccc(OCC(C)=O)cc34)oc12	9	-1.9	-1.1	0	-1.5	3.3	-0.4	-1.5	20

Some of the entries so far, with values under each structure.
Under each structure – GDH-TPI counter	PfHsp40 yeast	Mtb BioA inh	FBA Mtb inh	TcdB GH inh	Mtb UGM inh	BH1578 lux ind	FadD28 binding	Yp Topo-I inh
CC(=O)c1cccc(N(C(=O)c2ccccn2)C(C(=O)NC2CCCCC2)c2ccccc2)c1 (configuration not stated)
    -8	-1.0	1.4	1	0.4	1.3	i	-1.1	3
COc1cccc(CNC(=O)CNC(=O)c2cccs2)c1
    6	-1.6	0.3	2	2.0	1.9	0.5	-3.3	2
Cc1ccc(C(=O)Nc2ccccc2C(=O)NCc2cccnc2)cc1
    -4	-0.2	2.5	1	0.3	1.1	-5.3	-1.0	7
CCOC(=O)c1cnc2cc(-c3ccc(C)cc3)nn2c1-c1ccccc1
    -1	-0.4	.	0	.	2.0	0.7	-0.4	6

(list continues)
SMILES	GDH-TPI counter	PfHsp40 yeast	Mtb BioA inh	FBA Mtb inh	TcdB GH inh	Mtb UGM inh	BH1578 lux ind	FadD28 binding	Yp Topo-I inh
COc1ccc2[nH]c(=O)c(CN(c3ccc(C)c(C)c3)S(C)(=O)=O)cc2c1	4	1.7	0.1	13	1.2	-1.2	-0.8	1.1	7
CC(=O)c1cccc(N(CC(=O)Nc2ccc(F)cc2)S(C)(=O)=O)c1	-8	-1.4	.	-3	.	1.8	-0.3	-4.8	5
Cc1cc(C)c(NC(=O)CNC(=O)COC(=O)C2=COCCO2)c(C)c1	0	0.0	.	3	0.1	-0.8	i	-1.1	1
COc1cccc(N2CCN(C(=O)CC(C)(C)CC3=NS(=O)(=O)c4ccccc4N3)CC2)c1	19	-0.3	4.9	2	1.5	1.4	-0.2	-1.2	18
Cc1ccc(S(=O)(=O)N2CCN(CC(=O)N/N=C\c3ccc(O)c(O)c3)CC2)cc1	17	1.4	-1.2	-4	-1.5	1.2	4.2	-4.3	-2
Cc1noc(C)c1COC(=O)C(c1ccccc1)c1ccccc1	-1	0.1	.	4	1.8	0.9	0.4	-4.0	23
C=CC[C@@H](CC(=O)OC(C)(C)C)C(=O)OC[C@H]1CCCN1C(=O)[C@@H](CC=C)CC(=O)NCCO	4	0.1	-2.1	0	-1.9	3.1	-0.3	-2.5	2
COc1ccc(-c2nnc(SCC(=O)NC(C)c3ccccc3)o2)cc1OC (configuration not stated)	-1	?	-0.1	2	.	-0.4	-8.3	-0.7	4
Clc1cccc(CNc2ccn3nc(-c4ccccc4Cl)cc3n2)c1	6	.	-0.6	3	0.2	.	-0.3	-9.2	-4
Cc1csc(SCC(=O)Nc2cc(S(=O)(=O)N3CCCC3)ccc2Cl)n1	9	0.6	-2.2	1	.	0.5	i	-2.3	20
CSc1ccccc1NC(=O)c1noc(C)c1[N+](=O)[O-]	3	0.8	-1.4	-2	-0.7	1.7	-0.7	-0.9	0
CCN(CC(=O)Nc1ccc(NC(C)=O)cc1)CC(=O)Nc1cc(C)on1	8	-1.5	4.5	1	1.7	1.9	i	-0.7	4
O=C(c1cc2nc(-c3ccccc3)cc(-c3ccccc3)n2n1)N1CCC2(CC1)OCCO2	13	0.5	1.8	8	.	1.7	4.5	-3.0	34
COc1ccc(-c2cc(C(F)(F)F)nc(N3CCCCCC3)n2)cc1	7	-0.8	-0.4	-2	.	2.5	-1.7	-2.1	5
Cc1cc(C)cc(CC(Cc2nc3ccccc3[nH]2)c2nc3ccccc3[nH]2)c1 (configuration not stated)	11	0.0	.	0	.	1.5	i	-12	16
N#CCCN(C(=O)COC(=O)c1ccc2c(c1)OCCO2)c1ccccc1	-13	-1.3	.	0	2.7	5.0	-0.1	-3.4	7
CCOc1ccc(C(=O)NCC(c2ccco2)N2CCOCC2)cc1 (configuration not stated)	7	-0.1	-0.5	-2	2.0	0.3	-0.4	-2.7	-3
CC(=O)N1CCN(C2=NC(=O)/C(=C/c3ccc(OS(=O)(=O)c4ccccc4)cc3)S2)CC1	31*	-0.5	.	0	-0.4	0.4	i	-8.3	14
CCOc1ccccc1C(=O)n1nc(C)cc1C	7	?	-0.7	-2	.	-1.9	-0.6	-0.7	2
COc1ccccc1C(=O)NNC(=O)c1ccc(NC(=O)c2ccccc2)cc1	5	0.7	-2.0	-1	3.2	1.0	-0.9	-1.0	-3
CCN(CC)c1ncnc2c1ncn2[C@H]1CN(Cc2ccc(Cl)cc2)C[C@@H](CO)O1	14	.	3.3	-1	0.8	.	0.9	-3.5	6
O=C(CSc1nnc(-c2ccncc2)o1)NCc1ccccc1	10	0.2	.	3	-5.8	-0.6	-0.3	-1.3	-1
Cc1ccc(C(=O)NCc2ccc3c(c2)OCO3)cc1	6	1.3	-1.4	-1	4.4	-0.4	i	0.1	2
CCOc1ccccc1N(C)S(=O)(=O)c1ccc2c(c1)N(C(C)=O)CCO2	-3	1.3	-0.3	-2	1.5	0.7	-0.9	-3.4	-2
Nn1c(SCc2csc(-c3ccccc3)n2)nnc1-c1cccs1	4	-0.8	-1.4	-2	.	0.7	-0.3	-1.3	11
COC(=O)C1C(=O)C2=C(CC1C)NC(C)=C(C(=O)OC1CCCCC1)C2c1ccc(N(C)C)cc1 (configuration not stated)	-2	1.5	14	2	.	-0.8	i	-9.2	-2
Nc1nc(SCC(=O)NCCN2CCOCC2)nc2sc3c(c12)CCC3	4	0.0	.	2	0.9	1.3	-0.2	-2.5	1
COc1ccc(C(CNC(=O)CCNS(=O)(=O)c2ccccc2)N2CCOCC2)cc1 (configuration not stated)	-10	.	2.5	-1	0.3	.	-0.3	-4.0	-12
Cc1cc(=O)[nH]c(SCC(=O)Nc2ncc(S(=O)(=O)c3ccc([N+](=O)[O-])cc3)s2)n1	7	-1.0	.	3	-0.4	2.8	-0.4	-1.1	-2
CC(Sc1nc(N)cc(N)n1)C(=O)NCC1CCCO1 (configuration not stated)	6	-0.4	0.2	-1	-0.4	1.3	-2.6	.	0
COc1cccc(-n2ccnc2SCC(=O)Nc2nccs2)c1	-3	-0.8	-2.0	3	.	1.2	-0.1	-0.4	3
CC(=O)OCC1CC(COC(C)=O)C(COC(C)=O)CC1COC(C)=O (configuration not stated)	16	0.7	.	4	0.4	.	i	-1.3	-7
CCN(C(=O)c1ccco1)c1nnc(-c2cccnc2)s1	-2	-0.5	4.9	0	1.4	-0.7	-0.4	-0.9	-1
COc1cc(NC(=S)Nc2ccc(Br)cc2Cl)c(OC)cc1Cl	8	0.6	-0.5	1	.	0.3	-0.1	1.6	0
O=C(c1ccco1)N1C2C=CC(C2)C1(C(F)(F)F)C(F)(F)F (configuration not stated)	1	-0.3	.	2	.	-2.3	i	-0.6	1
Cc1onc(-c2ccccc2)c1C(=O)N/N=C/c1cc2c(cc1Br)OCO2	14	1.0	.	0	.	1.6	i	-2.5	4
O=C1C=C(c2ccccc2)C(=O)N1Nc1ccccc1	2	264*	.	-1	.	0.4	i	0.2	-2
Cc1ccccc1-n1c(C)cc(/C=C2/C(=N)N3C(c4ccccc4)=CSC3=NC2=O)c1C	10	0.1	-1.8	-1	-0.3	1.1	i	-1.2	0
COc1ccccc1CNC(=O)COC(=O)c1cc(C)oc1C	1	0.7	.	2	1.7	0.9	i	0.1	-1
Cn1c(CCNC(=O)c2cccs2)nnc1SCC(=O)N1CCN(c2ccccc2)CC1	6	0.8	-0.4	-2	.	0.1	-1.0	0.7	5
CCn1cc(C(=O)N2CCCCC2)c2ccccc21	7	-1.6	.	-1	1.2	2.1	i	0.0	-3
O=C(NCCCN1CCOCC1)c1onc(CSc2ccccc2)c1C(=O)NCCCN1CCOCC1	5	-0.9	-1.0	0	.	0.3	i	-1.8	-2
O=S(=O)(NC1=NCCCCC1)c1ccc2ccccc2c1	-5	-0.4	.	5	.	-2.4	3.1	-1.2	4
C/C(=N\NC(=S)NC1CCCCC1)c1ccccc1	2	1.1	-4.3	0	.	2.6	-1.6	-0.6	-6
O=[N+]([O-])c1ccccc1/C=N/n1c(-c2ccccc2)n[nH]c1=S	13	-0.9	-1.9	1	-1.4	1.1	-0.3	-0.3	0
COc1cccc2c1C(=O)CC1C2CCC2CC(=O)CCC21C (configuration not stated)	17	0.1	.	-1	0.3	-0.8	-0.6	-0.7	4
COc1ccc(C(=O)Nc2ccc(NC(=O)CSc3nnc(-c4ccncc4)n3C)cc2)cc1	13	0.9	-1.8	1	0.9	0.8	4.0	-1.8	0
COc1ccc2nc(NC(=O)CSc3nnc(N)s3)sc2c1	-1	0.4	-1.0	1	0.7	-0.6	-0.6	-4.7	4
CCOc1ccccc1C(=O)Nc1nnc(CC)s1	-7	0.0	-1.2	-1	1.6	-0.9	i	-3.0	-5
Fc1ccc(-n2nnc(-c3cccnc3)n2)cc1	3	-1.0	2.7	0	-5.7	0.7	i	0.9	6
Cc1noc2ncnc(Oc3ccc(Cl)cc3Cl)c12	4	-1.8	.	4	1.3	3.1	-0.1	1.3	10
Cc1ccccc1Nc1nc(N)nc(CSc2nc3ccccc3c(=O)n2C)n1	-9	1.0	.	-6	.	-0.5	-2.8	-6.1	15

Screening results (PubChem)

Outcome played no part in choosing rows; about 4.6% have a hit in one of these screens.
